Screening results (PubChem BioAssay)
Xi reactivation – reactivates the inactive X chromosome in mouse fibroblasts. XiGFP mouse fibroblasts, % GFP-positive cells imaging, 3 d; cells co-treated with 5-aza-dC sensitizer; scaled so ellipticine positive control = 100%. activation, % at 7.58 µM. 360,000 compounds, 0.055% hits;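 active = mean normalized replicate activation at least 10% and every replicate at or above 10%; inconclusive = only one of the two criteria met; inactive = mean below 10% and not all replicates reach 10%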;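 note: 0% = median of on-plate neutral control wells and 100% = ellipticine 6 µM median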
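Material: XiGFP fibroblasts, SV40-immortalized; Buffer or medium: DMEM containing 5-aza-dC; Compound dosing: single point; Times: 3 days compound exposure.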
E-sel inducer – E-selectin induction on HUVECs; 260,000 compounds, 0.37% hits; activation, % at 7.58 µM; HUVEC E-selectin immunofluorescence imaging; normalized: neutral wells 0, TNF-alpha wells 100; P16581; AID 686992;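 active = mean E-selectin-positive cell signal at least 10% of the positive control, reached in at least 60% of replicates, without over 20% cell loss; inconclusive = no rule given, readout overlaps actives, possibly toxicity-flagged; inactive = the rest, including those meeting only one limit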;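 note: in these data hits start at about 27%; measured in HUVEC primary endothelial cells; signal is the percent of cells scored E-selectin positive by PE staining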
Target sequence (P16581 whole entry, looked up): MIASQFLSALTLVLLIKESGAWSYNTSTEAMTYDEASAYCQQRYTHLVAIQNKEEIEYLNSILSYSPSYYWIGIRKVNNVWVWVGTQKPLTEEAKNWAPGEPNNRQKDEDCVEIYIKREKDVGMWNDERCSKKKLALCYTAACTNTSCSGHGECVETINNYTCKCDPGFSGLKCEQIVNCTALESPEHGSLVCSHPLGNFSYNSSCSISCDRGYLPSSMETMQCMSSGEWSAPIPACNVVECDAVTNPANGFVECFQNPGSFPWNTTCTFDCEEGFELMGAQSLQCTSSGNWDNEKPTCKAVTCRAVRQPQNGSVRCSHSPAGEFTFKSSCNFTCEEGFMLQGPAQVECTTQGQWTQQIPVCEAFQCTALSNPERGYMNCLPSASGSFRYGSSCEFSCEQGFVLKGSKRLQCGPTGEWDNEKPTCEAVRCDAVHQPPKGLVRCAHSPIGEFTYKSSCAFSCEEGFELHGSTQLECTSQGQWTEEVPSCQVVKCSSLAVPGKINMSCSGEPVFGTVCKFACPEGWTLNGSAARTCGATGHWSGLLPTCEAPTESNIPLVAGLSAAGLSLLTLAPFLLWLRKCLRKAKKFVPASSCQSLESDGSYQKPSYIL
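System: HUVEC, human umbilical vein endothelial cells; quantity: 3,000 cells/well; buffer or medium: EGM-2 medium, gelatin-coated wells; dosing: single-point compound dose; detection: immunofluorescence imaging; evaluation: % PE-positive cells; benchmarks: TNF-alpha, DMSO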
Starred values were filed as active, the others as inactive; ? = inconclusive; & = joins results of further samples. An excerpt; the hit share may differ from the screen's.

SMILES	Xi reactivation	E-sel inducer
COc1ccc2c3c([nH]c2c1)[C@@H](CO)N(C)CC31CCN(C(=O)NC(C)C)CC1	0.3	-0.3
CCOC(=O)N1CCN(C(=S)NC(=O)c2ccnn2C)CC1	-0.2	-0.4
CC=Cc1ccc2n(c1=O)C[C@H]1[C@H](CO)[C@@H](C(=O)NCCCN(C)C)[C@@H]2N1C(=O)c1ccccc1 (mixture of isomers)	0.1	-0.2
C/C=C/c1ccc(C2[C@@H]3CN(C(=O)Nc4ccc(C(F)(F)F)cc4)C[C@H]2N3)cc1 (some centres undefined)	0.0&0.0	-0.1&0.1
NC(=O)c1c(-c2ccc(Cl)cc2Cl)csc1NC(=O)Cc1ccccc1	0.0	-0.8
CCCC/C(C)=N/NC(=O)NC1CCCCC1	0.0	-0.1
CCOC(=O)C1=C(CP(=O)(c2ccccc2)c2ccccc2)NC(=O)NC1c1ccc(OC)cc1 (centres undefined)	0.5	-0.3
CCc1ccccc1NC(=S)N(CCCN1CCOCC1)Cc1ccccn1	0.1	-0.1
Cc1nc2ccc(NC(=O)c3ccc([N+](=O)[O-])cc3)cc2s1	-0.1	0.1
O=C(NCC(c1cccs1)N1CCOCC1)c1ccc([N+](=O)[O-])cc1 (centres undefined)	0.3	0.0
CCN(CC)c1ccc(/C=N/N2CCN(Cc3ccccc3)CC2)c(O)c1	0.3	0.0
CCc1ccc(NC(=O)c2ccc(OC)c([N+](=O)[O-])c2)cc1	0.3	0.1
Cc1cn2c(nc(=O)c3cccnc32)s1	-0.1	-2.7
Cc1ccc(Nc2nnc(SCC(=O)Nc3cccc(S(=O)(=O)NC4=NCCCCC4)c3)s2)c(C)c1	0.0	0.8
C/C=C/c1ccc(C2[C@H]3CNC[C@@H]2N3Cc2ccc3c(c2)OCO3)cc1 (some centres undefined)	0.0&0.0	-0.1&0.4
COc1ccc(C(C)=O)cc1COC(=O)CNC(=O)c1ccc(F)cc1	-0.1	-0.7
COc1ccc2c3c([nH]c2c1)[C@@H](CO)N(Cc1ccccc1F)CC31CCN(S(C)(=O)=O)CC1	0.3	-0.2
C[C@@H]1CCCCO[C@@H](CN(C)C(=O)CCCN(C)C)[C@@H](C)CN([C@@H](C)CO)C(=O)c2cc(NS(=O)(=O)c3cccs3)ccc2O1	-0.1	0.0
Cc1ccc(/C=C/C(=O)Nc2cc(S(=O)(=O)N3CCCCCC3)ccc2OCC(F)(F)F)o1	0.1	-0.8
COc1cc(/C=N/NC(=O)c2ccc(-c3ccccc3)cc2)cc(OC)c1OC	0.0	-0.1
Cc1cccc2c1N(C(=O)CN1C(=O)c3ccccc3C1=O)C(C)(C)c1ssc(=S)c1-2	0.0	0.0
O=C(COC(=O)c1cccnc1Cl)NCc1ccc2c(c1)OCO2	0.0	-0.1
Cc1ccc(-c2ccc(C3[C@H]4CNC[C@@H]3N4Cc3ccccc3F)cc2)cc1 (some centres undefined)	0.0	0.2
COc1ccc2c3c([nH]c2c1)[C@H](CO)N(C(=O)C1CC1)CC31CCN(C(=O)NC(C)C)CC1	0.1	-0.4
C[C@H]1CN([C@@H](C)CO)S(=O)(=O)c2ccc(C3=CCCC3)cc2O[C@H]1CN(C)C(=O)C1CC1	0.4	-0.1

Next section
SMILES	Xi reactivation	E-sel inducer
COc1ccc(CN2CC3(C2)CN(Cc2ccc4c(c2)OCO4)[C@H](CO)c2[nH]c4cc(OC)ccc4c23)cc1	0.1	-0.5
CCCCCNC(=O)c1cccnc1SCC(=O)Nc1ccccc1OC	0.1	-0.8
O=C(NNC(=S)Nc1cccc(Cl)c1)c1ccccc1OC(F)F	0.0	0.1
Cc1ccc(-c2nnc(SCC(=O)NC(=O)Nc3ccc(C)cc3C)n2N)cc1	0.0	1.0
CC(C)OP(=O)(OC(C)C)C(Nc1ccccn1)c1ccc(F)cc1 (centres undefined)	0.0	0.8
Cc1ccc(SCC(=O)NC(=O)c2ccc(S(=O)(=O)N(C)C)cc2)cc1C	0.2	-0.2
Cc1cccc(/C=N/n2c(-c3ccncc3)n[nH]c2=S)c1	-0.2	0.2
COc1ccccc1N1C(=O)CC1(C#N)c1ccc(OCc2ccccc2)cc1 (centres undefined)	0.0	-0.1
CCN1CCN(c2cc(N3CCc4ccccc4C3)c(F)cc2[N+](=O)[O-])CC1	0.0	5.2
CCC(=O)N1CCC2(CC1)CN(C(=O)c1ccccn1)[C@H](CO)c1c2c2ccc(OC)cc2n1C	0.5	-0.2
COc1ccc2c3c([nH]c2c1)[C@H](CO)N(C(=O)c1cnccn1)CC31CN(C(=O)c2cnccn2)C1	0.2	-0.1
COc1ccc2c3c([nH]c2c1)[C@H](CO)N(S(=O)(=O)c1cn(C)cn1)CC31CCN(Cc2ccccc2)CC1	0.2	-0.1
COc1ccc2c3c([nH]c2c1)[C@H](CO)N(C(=O)c1cccnc1)CC31CCN(C(=O)NC(C)C)CC1	0.5	-0.4
COc1ccc2c3c([nH]c2c1)[C@@H](CO)N(Cc1ccccc1)CC31CCN(C)CC1	0.2	0.3
COc1ccc2c3c(n(C)c2c1)[C@@H](CO)NCC31CCN(Cc2ccccc2Cl)CC1	0.2	0.0
O=C(CN1C(=O)NC2(CCCCCCC2)C1=O)NC1CCCc2ccccc21 (centres undefined)	0.0	-0.6
Cc1cccc(-n2[nH]c3c4c(ccc3c2=O)C(=O)c2ccccc2C4=O)c1	0.0	0.0
COCCNC(=O)c1ccc(N2CCC3(CC2)OCCO3)c([N+](=O)[O-])c1	-0.1	0.5
CC(=O)/C(=N\Nc1ccccc1)Sc1nnc(-c2ccccc2)n1-c1ccccc1	0.0	7.1
Cc1c(C(=O)N2CCc3ccccc32)cnn1C	0.0	4.2
COC(=O)c1ccc(C)c(NC(=O)CCc2cc(OC)c(OC)c(OC)c2)c1	-0.1	0.1
CCCC(=O)N1CCC2(CC1)CN(S(C)(=O)=O)[C@@H](CO)c1c2c2ccc(OC)cc2n1C	0.2	-0.2
COc1cccc(CNC(=O)C[C@H]2C=C[C@@H](NS(=O)(=O)c3ccccc3OC)[C@@H](CO)O2)c1	0.3	-0.1
COc1ccc(S(=O)(=O)Nc2ccc3c(c2)C(=O)N([C@@H](C)CO)C[C@H](C)[C@H](CN(C)C)OCCCC[C@H](C)O3)cc1	0.4	-0.2
O=C(N1CCN(c2ccc(F)cc2)CC1)C1(c2cccs2)CCOCC1	-0.1	-0.4

Of the compounds above, 4 have an aryl thioether with sulfur outside any ring.
SMILES	Xi reactivation	E-sel inducer
Cc1ccc(Nc2nnc(SCC(=O)Nc3cccc(S(=O)(=O)NC4=NCCCCC4)c3)s2)c(C)c1	0.0	0.8
CCCCCNC(=O)c1cccnc1SCC(=O)Nc1ccccc1OC	0.1	-0.8
Cc1ccc(-c2nnc(SCC(=O)NC(=O)Nc3ccc(C)cc3C)n2N)cc1	0.0	1.0
Cc1ccc(SCC(=O)NC(=O)c2ccc(S(=O)(=O)N(C)C)cc2)cc1C	0.2	-0.2

The main list resumes, starting 4 compounds before the break.
SMILES	Xi reactivation	E-sel inducer
CCCC(=O)N1CCC2(CC1)CN(S(C)(=O)=O)[C@@H](CO)c1c2c2ccc(OC)cc2n1C	0.2	-0.2
COc1cccc(CNC(=O)C[C@H]2C=C[C@@H](NS(=O)(=O)c3ccccc3OC)[C@@H](CO)O2)c1	0.3	-0.1
COc1ccc(S(=O)(=O)Nc2ccc3c(c2)C(=O)N([C@@H](C)CO)C[C@H](C)[C@H](CN(C)C)OCCCC[C@H](C)O3)cc1	0.4	-0.2
O=C(N1CCN(c2ccc(F)cc2)CC1)C1(c2cccs2)CCOCC1	-0.1	-0.4
O=C(CNC(=O)c1ccc(S(=O)(=O)N2CCCC2)cc1)N/N=C/c1c(Cl)cccc1Cl	0.1	-0.5
COc1ccc(C2=NN(C(=O)CSc3ncccn3)C(c3ccc(C)cc3)C2)cc1 (centres undefined)	-0.1	-0.4
COCC(=O)N(C)C[C@H]1Oc2cc(C#CC3CCCC3)ccc2S(=O)(=O)N([C@@H](C)CO)C[C@H]1C	-0.6	0.4
COc1ccc2c3c([nH]c2c1)[C@H](CO)N(Cc1ccc(Cl)cc1)CC31CN(Cc2ccccc2)C1	0.2	-0.4
C[C@@H]1CN([C@H](C)CO)C(=O)c2cccc(NC(=O)CCCCCC(=O)Nc3ccccc3N)c2O[C@@H]1CN(C)CC1CCCCC1	-0.7	0.9
O=C(c1cc([N+](=O)[O-])ccc1Cl)N1CCN(c2ccccc2)CC1	0.0	0.7
CC(C)=C1C2CCC1C1C(=O)N(CCc3ccccc3)C(=O)C21 (centres undefined)	0.0	13.3
C[C@H](CO)N1C[C@H](C)[C@@H](CN(C)Cc2ccccc2)Oc2ncc(-c3cccnc3)cc2C1=O	-0.1	0.3
COCCn1c(=NC(=O)CN2C(=O)CCC2=O)sc2cc(S(N)(=O)=O)ccc21	0.0	-0.3
O=[N+]([O-])c1ccc(C2Nc3cccc4cccc(c34)N2)cc1	0.0	3.8
COc1ccc(C(C)=O)cc1COC(=O)CNC(=O)c1ccccc1F	0.0	-0.2
CCCNC(=O)N1CC2(CCN(Cc3cccc(OC)c3)CC2)c2c([nH]c3cc(OC)ccc23)[C@H]1CO	0.4	-0.3
Cc1ccc(SCC(=O)NC(=O)Nc2ccc3c(c2)OCCO3)c(C)c1	0.5	0.6
O=[N+]([O-])c1cc(C(F)(F)F)c(Cl)cc1N1CCN(CCO)CC1	0.0	0.1
COc1ccccc1-c1ccc2c(c1)O[C@@H](CN(C)CC1CC1)[C@@H](C)CN([C@H](C)CO)S2(=O)=O	0.2	0.2
C[C@H](CO)N1C[C@H](C)[C@H](CN(C)C(=O)C2CC2)Oc2ncc(C3=CCCC3)cc2C1=O	-1.3	0.7
O=C(Nc1ccc([N+](=O)[O-])cn1)c1cc(-c2cccc(Cl)c2)nc2ccccc12	0.1	1.3
COc1ccc(C2CC(c3ccccc3)=NN2C(=O)COC(=O)c2cccc(S(=O)(=O)N3CCOCC3)c2)cc1 (centres undefined)	0.4	1.0
O=S(=O)(c1ccc(-c2ccccc2)cc1)N1C[C@@H]2N[C@H](C1)C2c1ccc(-c2ccncc2)cc1 (some centres undefined)	0.0	-0.1
C[C@@H]1CN([C@H](C)CO)C(=O)c2cc(C3=CCCCC3)cnc2O[C@H]1CN(C)S(C)(=O)=O	-1.0	-0.8
COC(=O)c1c(O)cc(C(C)(C)C)n(-c2ccc(F)cc2)c1=O	0.1	5.2
Cc1ccc(O)c(N=Cc2cccs2)c1	0.0	0.0
c1cncc(-c2ccc([C@@H]3[C@H]4CNC[C@@H]3N4CC3CCOCC3)cc2)c1	0.2	-0.4
CC(C)(C)N(NC(=O)Nc1ccc(F)cc1)C(=O)c1ccccc1	0.4	-0.5
CCOC(=O)c1c(-c2ccccc2)csc1NC(=O)CCN1CCOCC1	0.0	-0.1

Complete entries as entered above.
`O=C(CNC(=O)c1ccc(S(=O)(=O)N2CCCC2)cc1)N/N=C/c1c(Cl)cccc1Cl` is entered as Xi reactivation: 0.1; E-sel inducer: -0.5
`C[C@@H]1CN([C@H](C)CO)C(=O)c2cc(C3=CCCCC3)cnc2O[C@H]1CN(C)S(C)(=O)=O` is entered as Xi reactivation: -1.0; E-sel inducer: -0.8
`CCOC(=O)c1c(-c2ccccc2)csc1NC(=O)CCN1CCOCC1` is entered as Xi reactivation: 0.0; E-sel inducer: -0.1

More structures follow.
SMILES	Xi reactivation	E-sel inducer
Cc1ccnc(NC(=S)NC(=O)/C=C/c2ccc(Cl)cc2)c1	0.1	-0.1
COc1ccc2c3c([nH]c2c1)[C@@H](CO)N(Cc1nccs1)CC31CCN(Cc2nccs2)CC1	0.3	-0.4
CCN(C(=O)c1ccnn1C)c1ccccc1	-0.1	-0.7
O=C(/C=C/c1cccc([N+](=O)[O-])c1)NC1CC2CCC1C2 (centres undefined)	-0.2	-0.4
COc1cc(CNCc2ccccn2)ccc1OCC(=O)NC(C)(C)C	0.0	0.7
Cc1ccccc1NC(=O)COC(=O)/C=C/c1cn(-c2ccccc2)nc1-c1cccnc1	0.0	0.1
CSCc1ccc(C(=O)Nc2cc(C)cc(C)c2)cc1	0.1	-0.1
COc1cccc(S(=O)(=O)N2CC3(CCN(C)CC3)c3c(n(C)c4cc(OC)ccc34)[C@H]2CO)c1	0.4	-0.2
COC(=O)c1[nH]c2ccc(F)cc2c1NS(=O)(=O)c1ccc(F)c(C)c1	0.7	5.5
C/C(=N\NC(=O)c1nn(C)c(C)c1Br)c1cccc(NC(=O)c2ccoc2C)c1	0.3	?
CSc1c(SCc2ccccc2)cnn(-c2ccccc2)c1=O	-0.1	-2.5
COc1ccc(Br)cc1CNC(C)c1ccccc1 (centres undefined)	-0.1	-0.3
CSC1=N/C(=C\c2c(F)cccc2Cl)C(=O)S1	0.0	1.9
COc1ccc(NCc2nnc(SCc3ccc(Cl)cc3)n2-c2ccccc2)cc1	0.1	-0.3
Cc1[nH]c2ccccc2c1/C=N/NC(=O)C1CC1(c1ccccc1)c1ccccc1 (centres undefined)	0.2	1.7
O=C(NCCSCc1ccccc1)c1ccc(F)cc1	-0.2	0.5
CCOC(=O)c1c(NC(=O)c2cccnc2Cl)sc(C(=O)N(C)C)c1C	0.4	-0.5
COc1ccc2c3c(n(C)c2c1)[C@@H](CO)N(S(C)(=O)=O)CC31CCN(C(=O)c2ccccn2)CC1	0.1	-0.1
